Rtt109 HAT inh – C. albicans Rtt109 histone acetyltransferase inhibition; Q5AAJ8; inhibition, % at 34.9 µM; purified Rtt109/Vps75, ThioGlo CoA-SH fluorescence, 4 h; actives 0.16% (n = 330,000); AID 540336;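 active = inhibition of at least 50% in every replicate; inconclusive = best replicate reaches 50% inhibition but some replicates fall short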
Target sequence (Q5AAJ8 whole entry, looked up): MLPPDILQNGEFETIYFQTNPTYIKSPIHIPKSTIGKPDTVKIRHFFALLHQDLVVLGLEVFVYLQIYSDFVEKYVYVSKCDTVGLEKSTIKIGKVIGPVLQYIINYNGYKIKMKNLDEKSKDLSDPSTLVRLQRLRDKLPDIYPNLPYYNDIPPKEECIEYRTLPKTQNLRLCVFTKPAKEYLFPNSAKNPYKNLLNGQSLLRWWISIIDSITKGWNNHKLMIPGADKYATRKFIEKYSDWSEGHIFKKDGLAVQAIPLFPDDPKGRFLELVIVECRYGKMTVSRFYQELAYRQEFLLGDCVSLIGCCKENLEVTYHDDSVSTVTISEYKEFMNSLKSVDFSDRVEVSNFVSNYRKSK
Wnt act – activators of Wnt/beta-catenin signaling; actives 1.2% (n = 300,000); activation, % at 9.35 µM; Wnt/beta-catenin reporter cell assay, activator, plate reader; in the data active = activation above about 30%, passing the limit was not always enough; inconclusive = no clear call, values can overlap the other calls;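 note: 0% = neutral control wells and 100% = positive control wells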
Tat export inh – inhibitors of E. coli Tat protein transport | actives 0.036% (n = 340,000) | E. coli MC4100 TorA-mCherry Tat export, fluorescence | inhibition, % at 10 µM;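 active = mean replicate inhibition at least 50% and at least half of replicates individually reaching 50%; inconclusive = only one of the two criteria met; inactive = neither criterion met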;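 note: exported cargo escapes ClpAP degradation while cytoplasmic cargo is degraded and loses fluorescence; 0% = median of neutral control wells and 100% = median of NaSCN control wells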
CDK5 inh – blocks human CDK5/p35 kinase activity. Q00535+Q15078. Recombinant CDK5/p35, ADP-Glo luminescence, 60 min. inhibition, % at 10 µM. actives 0.01% (n = 330,000);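 active = highest replicate inhibition of at least 50% and at least 75% of replicates reaching 50%; inconclusive = only one of the two criteria met; inactive = both criteria failed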;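 note: plate controls were DMSO neutral control for no effect and GW8510 at 10 µM for full effect; many of its hits are not listed in these tables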
CAL PDZ FP-1 – blocks peptide binding to human CAL PDZ domain | purified CAL PDZ, TMR-peptide fluorescence polarization, 1 h | AID 504414 | actives 0.02% (n = 330,000) | inhibition, % at 20 µM;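 active = highest replicate inhibition of at least 40%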;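 note: plate controls were DMSO neutral control wells for no effect and unlabeled competitor peptide control wells for full effect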
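System: tagged CAL PDZ domain. Schedule: 1 h room-temperature incubation prior to read. Signal: fluorescence polarization (mP). Measure: percent inhibition from loss of millipolarization.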
CAL PDZ FP-2 – blocks peptide binding to the human CAL PDZ domain. purified CAL PDZ, TMR-peptide fluorescence polarization, 1 h. Q9HD26. AID 602252. inhibition, % at 24.9 µM. actives 0.92% (n = 300,000);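 active = mean inhibition of at least 30% with at least half of replicates also reaching 30%; inconclusive = no clear call, values can overlap the other calls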;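 note: 0% = DMSO neutral control and 100% = excess unlabeled competitor peptide PRC23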
V-ATPase pH – yeast V-ATPase proton transport regulation by pHLuorin. AID 504577. response, % at 10 µM. S. cerevisiae, pHLuorin cytosolic pH fluorescence. actives 0.37% (n = 350,000); in the data active = response mostly above about 7.3%, no sharp cut-off; inactive = mostly below about 5.4%; note: actives read high; inactives centre near 0; some compounds called inactive have numbers as strong as hits; reference of the scale not given here
dFosB activator – activators of mouse delta FosB homodimer | P13346 | purified delta FosB, TAMRA-CDK5 oligo fluorescence polarization; percent of positive-control signal above neutral wells | activation, % at 25 µM | actives 0.99% (n = 340,000) | AID 493131;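 active = mean activation above about 17%, with every replicate also reaching it, limit read from the data, passing the limit was not always enough; inconclusive = only one of the two conditions met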;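 note: fluorescence polarization rise as delta FosB binds a TAMRA Cdk5 AP-1 oligo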
Target sequence (P13346 whole entry, looked up): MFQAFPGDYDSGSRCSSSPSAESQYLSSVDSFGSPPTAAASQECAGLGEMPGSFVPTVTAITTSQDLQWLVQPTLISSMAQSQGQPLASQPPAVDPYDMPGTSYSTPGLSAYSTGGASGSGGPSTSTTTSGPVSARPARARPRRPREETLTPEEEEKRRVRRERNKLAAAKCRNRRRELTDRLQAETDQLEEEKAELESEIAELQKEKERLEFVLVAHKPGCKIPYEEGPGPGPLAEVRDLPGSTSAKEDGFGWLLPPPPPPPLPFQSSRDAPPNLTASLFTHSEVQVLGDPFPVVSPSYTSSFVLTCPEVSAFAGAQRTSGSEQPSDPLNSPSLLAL
RTF Ca sens act – increases calcium sensitivity of human cardiac regulated thin filaments. AID 493008. IANBD-labeled TnC RTF fluorescence at EC20 calcium; 0% EC20 calcium, 100% full calcium. activation, % at 7.2 µM. actives 0.24% (n = 340,000);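 active = activation above the mean over all tested compounds plus 3 SD, cut at about 30% in these data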;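 note: rise in fluorescence read as greater calcium sensitivity of cardiac thin filaments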
MITF act – activators of MITF-driven TRPM1 promoter activity in SK-MEL-5 cells; activation, % at 12.5 µM; SK-MEL-5 TRPM1-promoter luciferase, 24 h; % of positive control, neutral wells = 0; actives 0.75% (n = 300,000); AID 588334;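 active = mean activation of at least 80% with every replicate also reaching 80%; inconclusive = mean reaches 80% but some replicate falls short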;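 note: 0% = neutral control wells and 100% = parthenolide positive control wells; values of inactives mirror those of a sister screen read the other way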
Numbers without * were called inactive; ? = inconclusive; nt = no result given.

#1 Cc1ccccc1NC(=O)CCNS(=O)(=O)c1cccc2nsnc12
#2 COc1ccc(NS(=O)(=O)c2cccc(C(=O)NCC3CCCO3)c2)cc1 (configuration not stated)
#3 CN(C)S(=O)(=O)c1ccc(Cl)c(NC(=O)CN2C(=O)NC(C)(C3CC3)C2=O)c1 (configuration not stated)
#4 Cc1ccc(N(C(=O)c2csnn2)C(C(=O)NC2CCCCC2)c2ccccn2)c(C)c1 (configuration not stated)
#5 Cc1ccc(NC(=O)CNNC(=O)c2cccc([N+](=O)[O-])c2)cc1[N+](=O)[O-]
#6 O=C(Nc1c[nH]c2c(Cl)cccc2c1=O)N1CCN(c2ccccn2)CC1
#7 O=C(c1ccc(Cl)s1)N1CCN(S(=O)(=O)c2ccc(Cl)cc2)CC1
#8 C/C(=N\NC(=O)C1(C)CC1(Br)Br)c1ccc(NC(=O)c2ccc(C)o2)cc1 (configuration not stated)
#9 CCOc1cc(NC(=S)NCCCN(C)C)c(OCC)cc1NC(=O)C1CC1
#10 COc1ccc(C2C3=C(CC(C)(C)CC3=O)Oc3ncn4nc(-c5cccnc5)nc4c32)cc1 (configuration not stated)

Screen / compound no.,1,2,3,4,5,6,7,8,9,10
Rtt109 HAT inh,5,-4,-15,-7,-2,6,-2,-9,3,-5
Wnt act,0,-3,3,-1,-2,3,0,nt,-1,1
Tat export inh,-17,-2,14,7,4,-4,22,-3,-9,0
CDK5 inh,0.1,-1.3,0.8,-0.4,-0.7,0.0,1.6,0.7,-0.7,0.0
CAL PDZ FP-1,0.4,0.3,-0.1,-1.3,0.2,11,-0.2,-2.1,-2.0,-0.8
CAL PDZ FP-2,1,nt,-4,1,-1,-5,nt,-2,nt,-4
V-ATPase pH,1,-2,4,-2,0,-3,-1,3,4,-7
dFosB activator,-3,-5,-2,-8,-6,-4,2,0,-9,0
RTF Ca sens act,-5,11,-3,0,4,-4,-8,3,4,0
MITF act,-10,-11,-12,2,0,25,5,38,2,4

The list goes on; the last four above are carried over.
#7 O=C(c1ccc(Cl)s1)N1CCN(S(=O)(=O)c2ccc(Cl)cc2)CC1
#8 C/C(=N\NC(=O)C1(C)CC1(Br)Br)c1ccc(NC(=O)c2ccc(C)o2)cc1 (configuration not stated)
#9 CCOc1cc(NC(=S)NCCCN(C)C)c(OCC)cc1NC(=O)C1CC1
#10 COc1ccc(C2C3=C(CC(C)(C)CC3=O)Oc3ncn4nc(-c5cccnc5)nc4c32)cc1 (configuration not stated)
#11 O=C(NCc1ccccc1)C1CCN(C(=O)Cc2ccccc2)CC1
#12 C[C@@H]1C(c2ccccc2)=NN(c2ccccc2)[C@H]1C(=O)N1CCOC1=O
#13 O=c1[nH]c(/C=C2\C=Nc3ccccc32)c(O)n1Cc1ccccc1F
#14 CC(=O)Nc1nc(C(F)(F)F)cs1
#15 CCOC(=O)N1CCC(NC(=O)c2ccc3c(c2)sc2nc(-c4ccccc4)cn23)CC1
#16 COc1cccc(CN(C(=O)c2ccc([N+](=O)[O-])cc2)C2CCS(=O)(=O)C2)c1 (configuration not stated)
#17 CCc1nnc(NC(=O)c2ccc(-c3ccccc3F)o2)s1
#18 Cc1ccsc1C(=O)N(C)CC(=O)Nc1ccccc1Br
#19 COc1cc(C(=S)N2CCOCC2)ccc1OC(=O)c1cccc(C)c1
#20 CC(CCc1ccccc1)NC(=O)C1CCCN(C(=O)c2cc3sccc3n2C)C1 (configuration not stated)

Screen / compound no.,7,8,9,10,11,12,13,14,15,16,17,18,19,20
Rtt109 HAT inh,-2,-9,3,-5,5,7,9,6,9,-10,7,22,4,1
Wnt act,0,nt,-1,1,0,-1,-6,-3,nt,0,13,-2,0,-3
Tat export inh,22,-3,-9,0,14,-3,6,7,-3,-6,0,2,-4,25
CDK5 inh,1.6,0.7,-0.7,0.0,-1.3,0.1,-1.2,-0.1,-1.1,0.5,-0.2,0.4,0.3,1.8
CAL PDZ FP-1,-0.2,-2.1,-2.0,-0.8,1.7,0.0,-0.5,-1.2,-0.4,-0.3,-2.7,-1.7,0.0,-1.1
CAL PDZ FP-2,nt,-2,nt,-4,-3,1,3,1,-2,nt,15,-2,-13,0
V-ATPase pH,-1,3,4,-7,0,-1,-2,2,-3,1,-2,2,-3,0
dFosB activator,2,0,-9,0,-8,-8,2,1,10,-5,11,-5,-1,-2
RTF Ca sens act,-8,3,4,0,1,-4,-2,1,1,0,-2,4,1,13
MITF act,5,38,2,4,-1,4,-5,2,-33,14,43,2,1,1

#21 COc1cccc(-c2nc3ccccc3s2)c1
#22 Cc1ccc(S(=O)(=O)N2CCCN(C(=O)c3ccc(-n4nccc4C)cc3)CC2)cc1
#23 CCc1cc(CNC(=O)c2ccc(OC)c(OC3CCN(C(C)C)CC3)c2)on1
#24 Cc1ccccc1OCCN1C(=O)NC2(CCc3ccccc32)C1=O (configuration not stated)
#25 CN1/C(=C\C=Nc2cc(S(=O)(=O)N3CCOCC3)ccc2N2CCOCC2)C(C)(C)c2ccccc21
#26 C[n+]1ccccc1/C=C/c1ccc(F)c(F)c1
#27 O=C(c1ccco1)N1CCN(C(=O)C2CC2)CC1
#28 CN1C(=O)Cc2cc(S(=O)(=O)N3CCOCC3)ccc21
#29 O=C(CSc1nnc(CNc2ccc(F)cc2)n1Cc1ccccc1)NCc1ccccc1
#30 CC(C)(C)OC(=O)C[C@H]1C/C=C\C[C@H](CC(=O)N(CCO)Cc2ccccc2)C(=O)N[C@H](C(C)(C)C)COC1=O

Screen / compound no.,21,22,23,24,25,26,27,28,29,30
Rtt109 HAT inh,-5,2,-5,0,-6,-9,-23,-8,18,0
Wnt act,nt,-2,-1,-3,?,-2,-6,-1,nt,-2
Tat export inh,-4,4,-4,-1,-1,-3,-11,4,2,8
CDK5 inh,2.6,1.1,-0.8,0.2,0.5,0.6,-1.7,-0.6,-2.4,2.0
CAL PDZ FP-1,0.5,-1.6,0.2,-0.7,-1.5,0.7,-0.1,0.0,-5.1,0.3
CAL PDZ FP-2,-2,-7,0,-5,-2,-4,4,0,2,1
V-ATPase pH,5,0,-1,0,-5,0,-1,-1,1,3
dFosB activator,-14,-9,2,1,0,6,1,-5,-7,-6
RTF Ca sens act,-1,-1,-3,-1,-1,3,-4,7,2,0
MITF act,10,-1,2,-8,1,nt,0,nt,-2,-5

#31 CCOC(=O)C1=C(C)N(CCCC(=O)O)C(=O)NC1c1ccc(Cl)cc1Cl (configuration not stated)
#32 Nc1cccc(NC(=O)CCC(=O)NCc2ccco2)c1
#33 Cc1cc(=O)cc(C)n1-c1ccccc1N
#34 O=C(NNS(=O)(=O)c1ccc2ccccc2c1)C1CCN(Cc2ccccc2)CC1
#35 O=C(CCN1C(=O)/C(=C\c2ccccc2)SC1=S)NNC(=O)c1cccnc1
#36 CCCO/N=C1/C(=O)N(c2ccccc2)c2ccccc21
#37 CCOc1ccccc1NC(=O)NNS(=O)(=O)c1cc(C)ccc1C
#38 COc1ccc(-c2cc(=O)oc3c(C)c(OCc4nn[nH]n4)ccc23)cc1
#39 N#CC1(NC(=O)COc2ccc3ccc(=O)oc3c2)CCCCC1
#40 CC(C)Oc1cccc(C(=O)NC(=S)Nc2cccc(C(F)(F)F)c2)c1

Screen / compound no.,31,32,33,34,35,36,37,38,39,40
Rtt109 HAT inh,-4,-6,1,5,5,-7,10,-2,-20,8
Wnt act,0,0,1,1,nt,-1,-1,1,-2,nt
Tat export inh,-13,1,-2,10,-2,3,4,3,-7,4
CDK5 inh,-0.4,0.3,1.6,0.4,-0.2,-5.7,-0.1,-0.6,-2.0,0.4
CAL PDZ FP-1,-1.9,0.3,-0.3,-1.7,1.9,-2.2,-1.5,-4.5,-1.1,0.1
CAL PDZ FP-2,-2,nt,5,-2,3,-6,2,-30,-2,-2
V-ATPase pH,-2,-1,3,-3,-3,1,-3,-2,0,-3
dFosB activator,4,1,3,-4,6,-11,-17,-36,-6,4
RTF Ca sens act,2,0,-3,-4,5,10,-4,-3,8,2
MITF act,19,-13,nt,nt,-4,2,-11,-8,4,7

#41 CC(=O)Oc1ccccc1C1OCCN1C(C)=O (configuration not stated)
#42 Cn1c(CC(=O)Nc2ccc(Cl)c(Cl)c2)nnc1SCC(=O)Nc1nccs1
#43 O=C(CN1C(=O)c2ccccc2C1=O)Nc1cc([N+](=O)[O-])ccc1O
#44 COc1cc(NC(=O)COC(=O)CSc2ccccc2F)c(C)cc1[N+](=O)[O-]
#45 COc1ccc(Br)cc1/C=N/N1C(=O)CSC1=S
#46 CC1(C)CC(NCc2ccc3c(c2)OCO3)CCO1 (configuration not stated)
#47 Cc1cc(OC(F)F)ccc1NC(=O)Nc1ccc([N+](=O)[O-])cc1
#48 COc1cccc(-c2ncc3ccccc3c2COC(=O)CCCC(=O)O)c1
#49 O=C(Nc1ccc(O)cc1)C1CC=CCC1 (configuration not stated)
#50 CC(=O)N1N=C(c2cccc([N+](=O)[O-])c2)OC1c1ccccc1Cl (configuration not stated)

Screen / compound no.,41,42,43,44,45,46,47,48,49,50
Rtt109 HAT inh,-5,3,14,-6,-3,-9,-6,1,11,-5
Wnt act,nt,nt,-1,-3,0,nt,nt,-2,nt,nt
Tat export inh,-10,5,-4,-4,1,0,-4,-7,-7,-2
CDK5 inh,-1.1,-0.2,-4.3,0.9,1.0,1.4,0.5,-5.1,-3.0,-1.4
CAL PDZ FP-1,-3.6,nt,-0.3,-1.1,1.2,-2.7,-0.1,-0.9,-0.2,nt
CAL PDZ FP-2,-7,-3,nt,0,0,2,25,2,-2,3
V-ATPase pH,2,1,2,-3,-4,0,-1,-1,-1,0
dFosB activator,-11,-2,-3,-4,-4,2,-8,2,-22,-8
RTF Ca sens act,4,0,0,1,-7,6,11,9,2,8
MITF act,nt,-11,2,-10,-18,-7,-1,8,11,nt

Compound profiles (already shown). Screens in order: Rtt109 HAT inh | Wnt act | Tat export inh | CDK5 inh | CAL PDZ FP-1 | CAL PDZ FP-2 | V-ATPase pH | dFosB activator | RTF Ca sens act | MITF act
`O=C(CSc1nnc(CNc2ccc(F)cc2)n1Cc1ccccc1)NCc1ccccc1` is entered as 18 | nt | 2 | -2.4 | -5.1 | 2 | 1 | -7 | 2 | -2
`CN(C)S(=O)(=O)c1ccc(Cl)c(NC(=O)CN2C(=O)NC(C)(C3CC3)C2=O)c1` (configuration not stated) is entered as -15 | 3 | 14 | 0.8 | -0.1 | -4 | 4 | -2 | -3 | -12

New compounds follow
#51 CCOC(=O)c1cc2occc2n1Cc1c(F)cccc1Cl
#52 Cc1ccc(C(=O)C2=C(O)C(=O)N(Cc3cccnc3)C2c2ccc(Cl)cc2)o1 (configuration not stated)
#53 CN(C)c1nc(C(=O)O)nc(N2CCOCC2)n1
#54 O=C(NCc1ccco1)c1ccccc1-c1nc(-c2ccccc2)no1

Screen / compound no.,51,52,53,54
Rtt109 HAT inh,-2,19,-1,2
Wnt act,-1,-1,5,1
Tat export inh,1,-2,-8,-2
CDK5 inh,-0.3,-0.9,-1.0,-1.7
CAL PDZ FP-1,-2.2,-0.2,-1.4,-0.4
CAL PDZ FP-2,2,6,3,-3
V-ATPase pH,3,0,0,-4
dFosB activator,-13,-5,-2,-2
RTF Ca sens act,-3,-5,2,-5
MITF act,-2,-2,9,-1

Screening data: PubChem, several laboratories
